# Assay outcomes as filed in PubChem BioAssay.
# RNase H inhibition – RNase H inhibition, HIV 1 Gag Pol polyprotein, FRET biochemical assay, screening (AID 372); HIV-1 RT RNase H, FRET RNA/DNA substrate fluorescence; higher % means a stronger effect; one-dose inhibition, % at 10 µM; IC50 in µM for titrated hits; 100,000 compounds, 0.77% hits; in the data active = inhibition above about 50%
# Active calls of the source: *. The list is partial, so the mix of outcomes need not match the whole.
Structure,RNase H inhibition
Cc1cccc(NC(=O)COc2ccc(Br)cc2Cl)c1C,34%
O=C(O)c1ccc(N2C(=O)CC(N3CCN(c4ccc(Cl)cc4)CC3)C2=O)cc1 (configuration not stated),5%
Cc1ccc([N+](=O)[O-])cc1N=Cc1ccc(Br)s1,4%
CCOc1ccc(/C=C2\SC(N)=NC2=O)cc1Br,38%
CCN(C(=O)c1ccc([N+](=O)[O-])o1)C1CCCCC1,24%
C/C(=C/C(=O)NCc1ccccc1)C(=O)O,4%
CSc1ccc(CN2CCN(S(=O)(=O)c3ccc(C)cc3)CC2)cc1,4%
Cc1ccc2oc(-c3ccc(C)c(NC(=O)Cc4ccc(Cl)cc4)c3)nc2c1,13%
CC(=O)Nc1c(Cl)cnn(-c2ccccc2)c1=O,15%
CCCCCc1nnc(NC(=O)COc2ccccc2)s1,2%
Cc1ccc(/C=C(/C#N)c2nc(-c3ccc(Cl)cc3)cs2)o1,5%
COc1ccc(CNc2ccc(C)cc2Br)cc1C,0%
CCCOc1ccc(/C=C2\N=C(c3ccc(F)cc3)OC2=O)cc1,12%
CC(C)(C)c1ccc(C(=O)NNC(=O)c2cccc(Cl)c2)cc1,4%
CCN(CC)S(=O)(=O)c1cc(C(N)=O)ccc1C,9%
COc1ccc(CN2CCN(C(=O)c3ccco3)CC2)cc1Br,3%
Cc1ccc2[nH]c3nc(N/N=C/c4ccc5c(c4)OCO5)nnc3c2c1,0%
Cc1c(NC(=O)COc2ccc(Br)cc2)cccc1-c1nc2ccccc2s1,13%
Cc1cc(=O)oc2c(CN3CCN(CCO)CC3)c(O)ccc12,5%
O=C(ON=C1c2ccccc2-c2ccccc21)c1ccc(Cl)cc1Cl,6%
Cc1cc(C)cc(N(CC(=O)NC(C(C)C)C(C)C)S(=O)(=O)c2ccccc2)c1,4%
CCCSc1nnc2c(n1)OC(c1ccc(-c3ccc([N+](=O)[O-])cc3)o1)Nc1ccccc1-2 (configuration not stated),0%
Cc1ccc(NC(=O)c2ccc3c(c2)OCO3)cc1[N+](=O)[O-],1%
CCOC(=O)C1=C(C)N=c2s/c(=C\c3cc(C)n(-c4ccc(C)cc4)c3C)c(=O)n2C1c1ccc(C)cc1 (configuration not stated),20%
N#C/C(=C\c1cccc(F)c1)c1nc(-c2ccc([N+](=O)[O-])cc2)cs1,16%
COC(=O)c1ccc(-c2ccc(/C=C3\C(=O)NC(=O)N(c4ccc(Br)cc4)C3=O)o2)cc1,17%
CCOC(=O)c1ccc(NC(=S)NC(=O)c2ccc(I)cc2)cc1,21%
CN(C)c1ccc(/C=C/CN2CCN(c3ccccc3F)CC2)cc1,30%
CCn1c2ccccc2c2cc(CN3CCN(Cc4ccc(F)cc4)CC3)ccc21,18%
CN1C(=O)NC(=O)/C(=C/c2cccn2-c2cccc([N+](=O)[O-])c2)C1=O,43%
Cc1ccccc1N=Cc1ccccc1OCc1ccccc1,6%
Cc1cc(C)cc(OC(=O)Cn2c(=O)sc3cccc(Cl)c32)c1,11%
O=C(Nc1ccc2c(c1)OCO2)c1sc2ccccc2c1Cl,16%
COc1ccccc1C1c2[nH]c3ccccc3c2CCN1C(C)=O (configuration not stated),15%
CC(C)=NNC(=O)c1nnn(-c2nonc2N)c1-c1ccccc1,10%
O=C(CCN1C(=O)c2ccccc2C1=O)NCc1ccccn1,11%
Cc1ccc(C(=O)N2CCN(Cc3ccccc3)CC2)cc1,3%
COc1ccc(N(CC(=O)Nc2cc(C)cc(C)c2)S(=O)(=O)c2ccccc2)cc1,4%
CC1(C)CC(=O)c2cc(-c3ccccc3)n(-c3ccccc3F)c2C1,18%
COc1ccc(Nc2ncnc3[nH]ncc23)cc1,0%
CC(Oc1ccc2c(-c3ccccc3)cc(=O)oc2c1)c1ccccc1 (configuration not stated),15%
Cc1ccccc1C(=O)N/N=C/c1ccc(/C=N/NC(=O)c2ccccc2C)cc1,13%
C(=N\Nc1cccc2cccnc12)/c1ccncc1,47%
O=C1c2ccccc2C(=O)N1c1cccc(-c2csc(Nc3ccc(Cl)c(Cl)c3)n2)c1,0%
COc1cc(/C=C/c2[nH]c(=O)[nH]c(=O)c2[N+](=O)[O-])ccc1OCc1ccccc1Cl,16%
CC1(C)OC2OC(C(=O)Nc3ccccc3)C3OC(C)(C)OC3C2O1 (configuration not stated),0%
Oc1ccc(Br)cc1CN1CCN(Cc2ccccc2C(F)(F)F)CC1,0%
Cc1c(C#N)c(N)c(C(=O)c2ccc(Br)cc2)n1-c1ccc(Br)cc1,29%
CCCCCOC(=O)C1=C(C)N(C)C(=O)NC1c1ccc(Cl)c(Cl)c1 (configuration not stated),34%
CCn1c2ccccc2c2cc(CNC3CCCCC3)ccc21,17%
CCc1nc(C(C)(C)O)n(-c2ccccc2)n1,5%
COc1ccc(C(=O)O)cc1S(=O)(=O)N1CCCCCC1,6%
O=C1C(Cl)=C(N2CCCCC2)C(=O)N1c1ccc(Cl)cc1,0%
C=CCc1cccc2cc(C(=O)NCc3ccccc3)c(=O)oc12,1%
Cc1c(NC(=O)c2cc3ccccc3o2)cccc1-c1nc2ccccc2o1,15%
Cc1sc(NC(=O)Nc2ccccc2)nc1C12CC3CC(CC(C3)C1)C2,17%

# Filtered by structure: those above containing an aryl methoxy group
Structure,RNase H inhibition
COc1ccc(CNc2ccc(C)cc2Br)cc1C,0%
COc1ccc(CN2CCN(C(=O)c3ccco3)CC2)cc1Br,3%
COc1ccccc1C1c2[nH]c3ccccc3c2CCN1C(C)=O (configuration not stated),15%
COc1ccc(N(CC(=O)Nc2cc(C)cc(C)c2)S(=O)(=O)c2ccccc2)cc1,4%
COc1ccc(Nc2ncnc3[nH]ncc23)cc1,0%
COc1cc(/C=C/c2[nH]c(=O)[nH]c(=O)c2[N+](=O)[O-])ccc1OCc1ccccc1Cl,16%
COc1ccc(C(=O)O)cc1S(=O)(=O)N1CCCCCC1,6%

# Continued.
Structure,RNase H inhibition
CC(=O)N(C1=C(Nc2ccccc2)C(=O)c2ccccc2C1=O)c1ccccc1,11%
CCOC(=O)c1c(NC(=O)c2cccc(F)c2)sc(C(=O)Nc2ccccc2OCC)c1C,9%
O=C(Nc1ccccc1)C1CC(=O)N(c2cccc([N+](=O)[O-])c2)C1 (configuration not stated),1%
O=C(N/N=C/c1ccccn1)/C(=C\c1ccc2c(c1)OCO2)NC(=O)c1ccccc1,4%
COc1ccc(NC(=O)c2ccc(Br)o2)cc1Cl,5%
O=C(O)C1CC(=O)N(CCc2ccccc2)C(=Nc2ccc(Cl)cc2)S1 (configuration not stated),0%
C/C(=N/OCc1nc2c3c4c(sc3ncn2n1)CCCC4)c1ccc(C)cc1,17%
CCCOC(=O)c1ccc(N=Cc2ccc(Br)cc2)cc1,18%
COc1ccc(-n2c(O)c(C=Nc3ccc(C)cc3C)c3ccccc3c2=O)cc1,24%
CCOC(=O)C1=C(C)N=c2s/c(=C/c3ccc(-c4ccc([N+](=O)[O-])cc4OC)o3)c(=O)n2C1c1ccccc1OC (configuration not stated),7%
N#Cc1ccc(Oc2ccccc2N2C(=O)C3C4C=CC(C4)C3C2=O)cc1 (configuration not stated),0%
O=C(NC(=S)Nc1ccc(-c2nc3ccccc3o2)c(O)c1)c1ccccc1Cl,4%
Cc1c(Cl)cccc1NC(=O)C1CCCCC1C(=O)O (configuration not stated),6%
CCCCOc1cccc(C(=O)Nc2ccc(-c3nc4ccccc4s3)c(O)c2)c1,12%
COc1cc(OC)cc(C(=O)O/N=C2/CCCc3cc(OC)c(C)cc32)c1,4%
Cc1cccc(C)c1OCCCCN1CCOCC1,0%
CCCCCCOc1ccc(N2C(=O)CC(SC(=N)N3N=C(c4ccc(C)cc4)CC3c3ccc(Cl)cc3)C2=O)cc1 (configuration not stated),14%
Nc1cc(Cl)nc(Nc2ccc(Br)cc2)c1[N+](=O)[O-],12%
CCOc1ccc(NC(=O)CN(Cc2ccccc2)S(=O)(=O)c2ccccc2)cc1,6%
CN(C)c1ccc(-c2c3cc(O)c(=O)cc-3oc3cc(O)c(O)cc23)cc1,63%*
O=C(Nc1ccc(Cl)c(Cl)c1)c1cc2ccccc2cc1O,13%
O=C(/C=C/c1ccco1)Nc1ccc(C(=O)O)cc1NC(=O)/C=C/c1ccco1,15%
O=C(N/N=C/c1cc(Br)cc(I)c1O)c1cccc(F)c1,8%
Nc1ncnc2c1[nH]c(=S)n2[C@@H]1O[C@H](CO)[C@H](O)C1O (some centres not stated),15%
CCC(CC)=NNC(=O)C(=O)NC(C)c1ccccc1 (configuration not stated),0%
Cc1c(NC(=S)NC(=O)c2ccc(Cl)cc2)cccc1-c1nc2cc(Cl)ccc2o1,32%
COc1c(Cl)cc(C(=O)N2CCN(c3ccc([N+](=O)[O-])c(NC4CC4)c3)CC2)cc1Cl,7%
CC1(C)C(c2cccs2)=[N+]([O-])C2(CCCCC/C2=N\NC(N)=S)N1O (configuration not stated),1%
CCOC(=O)C1=C(C)N=c2s/c(=C\c3ccc(OC)c(OC)c3)c(=O)n2C1c1ccc(N(C)C)cc1 (configuration not stated),9%
O=C(N/N=C/c1ccccn1)c1ccccc1Br,0%
CSc1nsc(SC)c1NC(=O)OCc1ccccc1,1%
Cc1cc(C)c(OCCCCCNCCO)c(C)c1,8%
Cc1ccc(-c2nc3ncccc3o2)cc1NC(=O)c1cccc(Br)c1,0%
C=C(C)COc1ccc2cc(-c3nc4ccccc4s3)c(=O)oc2c1,0%
Cc1cccc(NC(=O)/C(C#N)=C\c2cc(C)n(-c3ccc(N(C)C)cc3)c2C)c1,13%
C=CCOc1c(Br)cc(C2C(C(=O)OC)=C(C)NC3=C2C(=O)c2ccccc23)cc1OC (configuration not stated),0%
CC1(C)Nc2ccccc2N(CC(=O)N2CCOCC2)C1=O,3%
COc1ccc(Cl)cc1-c1cc(=O)oc(/C=C/c2ccccc2)n1,14%
Cc1cccc(C(=O)O/N=C(\N)c2ccccc2)c1,15%
O=[N+]([O-])c1ccc(O)c(C=Nc2cc(Cl)ccc2Cl)c1,9%
Cc1cc(C)c2oc(-c3cccc(NC(=O)c4ccc(Cl)cc4)c3)nc2c1,53%*
COc1cccc(/C=N/Nc2nc(-c3ccccc3)nc(C)c2C)c1O,16%
COc1cc(CNCc2c[nH]c3ccccc23)cc(OC)c1OC,25%
COc1cc(C(=O)NCc2ccccc2)ccc1OCc1ccc(Cl)cc1,14%
O=C1NN(c2ccccc2)C(=O)/C1=C/c1ccc(OCCOc2ccccc2)cc1,12%
O=C1C2C3C=CC(C3)C2C(=O)N1CNc1ccccc1 (configuration not stated),6%
O=C(Cn1c(C(F)(F)F)nc2ccccc21)c1ccccc1,0%
O=C1CC(=O)N(c2ccc3ccccc3c2)C(=S)N1,11%
N#C/C(=C/c1ccc(-c2ccc([N+](=O)[O-])cc2Br)o1)C(=O)Nc1ccc(F)cc1,19%
CCOC(=O)CN1C(=O)/C(=C2\SC(=O)NC2=O)c2ccccc21,2%
Cc1ccc(NC(=O)CCCOc2ccc(Cl)cc2Cl)c(Br)c1,0%
CCOc1cc(/C=C2/NC(=S)NC2=O)cc(Cl)c1OCC,25%
O=C(Nc1ccc(NC(=S)NC(=O)c2ccco2)cc1)c1cccc(Cl)c1,18%
COc1ccc(-c2nnc(NC(=O)c3ccccc3OC)s2)cc1OC,15%
O=C(c1cccc(Cl)c1)N1CCN(Cc2ccccc2[N+](=O)[O-])CC1,1%
O=C(O)CN1C(=O)/C(=C\c2cccc3ccccc23)SC1=S,6%

# The list continues:
Structure,RNase H inhibition
O=C1N=C(N2CCOCC2)S/C1=C\c1c(Cl)cccc1Cl,15%
CCOC(=O)c1c(NC(=O)c2ccc(C(=O)c3ccccc3)cc2)sc2c1CCC2,10%
COc1ccc2c(c1)N(C(=O)c1ccc(C(C)(C)C)cc1)C(C)(C)c1ssc(=S)c1-2,15%
O=C(O)c1ccc(C2Nc3ccccc3-c3nnc(SCc4ccccc4F)nc3O2)cc1 (configuration not stated),7%
O=C(Nc1cccc([N+](=O)[O-])c1)c1cccc(S(=O)(=O)N(CCO)CCO)c1,0%
CNc1cc([N+](=O)[O-])ccc1N/C=C\C(=O)c1ccc2c(c1)OCO2,17%
c1ccc2c(OCCCn3ccnc3)cccc2c1,3%
CCOc1ccccc1C1C(C(=O)OCC2CCCO2)=C(C)NC2=C1C(=O)CCC2 (configuration not stated),1%
O=C(CCCN1C(=O)/C(=C\c2cccc(Br)c2)SC1=S)Nc1ccc(F)cc1,3%
CC1=C(C(=O)Nc2ccccc2Cl)C(c2ccccc2)NC(=S)N1 (configuration not stated),4%
COc1cc(/C=C2\SC(=Nc3ccccc3)N(c3ccccc3)C2=O)ccc1O,5%
CCOc1ccccc1C(=O)Nc1cc(C)ccc1C,0%
O=C(NCC(c1ccccc1)c1ccccc1)Nc1ccc(Cl)c(Cl)c1,11%
COc1ccc(OC)c(NC(=O)c2cccc(C)c2)c1,5%
Clc1cccc(NCc2ccncc2)c1,2%
CC(=O)Oc1c(C(C)(C)C)ccc(C(C)(C)C)c1O,0%
CCC(C)c1ccc(OCCOc2ccc(Cl)cc2/C=N/n2cnnc2)cc1 (configuration not stated),10%
COc1ccc(/C=C2/SC(=Nc3ccccc3)NC2=O)cc1O,39%
Cc1ccccc1N=C(NOCc1ccccc1)c1nonc1N,10%

# A portion taken from the entries so far, as a working copy:
Structure,RNase H inhibition
CC(=O)Oc1c(C(C)(C)C)ccc(C(C)(C)C)c1O,0%
CCC(C)c1ccc(OCCOc2ccc(Cl)cc2/C=N/n2cnnc2)cc1 (configuration not stated),10%
COc1ccc(/C=C2/SC(=Nc3ccccc3)NC2=O)cc1O,39%
Cc1ccccc1N=C(NOCc1ccccc1)c1nonc1N,10%
